ALOX12 inhib = 12-hLO (ALOX12) enzyme inhibition. purified 12-hLO, xylenol orange hydroperoxide absorbance. Potency, µM (highest dose often 57.1 µM), without a hit: at the top dose activity change, negative = inhibition, most hits filed as inhibitors. hit rate 0.12% among 150,000. AID 1452; also: potency is read from the fitted curve at half-maximal effect; nearly all actives have a fitted effect of over 55% in size; many of its hits are not listed in these tables
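Lipoxygenase turnover measured by absorbance at 573 and 405 nm after Fe-XO development. Human 12hLO 150 nM, arachidonate 40 uM, pH 7.0 Hepes buffer with detergent; 15 min compound preincubation, 30 min reaction.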
15-hLO-2 inh = inhibitors of human 15-lipoxygenase 2 (ALOX15B); O15296; purified 15hLO-2, xylenol orange hydroperoxide absorbance; Potency, µM (highest dose often 57.1 µM), inactives show at the top dose activity change, negative = inhibition, hits mostly inhibitors; hit rate 0.56% among 110,000; AID 881; also: potency is read from the fitted curve at half-maximal effect; nearly all actives have a fitted effect of over 60% in size; many of its hits are not listed in these tables
Target sequence (O15296 whole entry, looked up): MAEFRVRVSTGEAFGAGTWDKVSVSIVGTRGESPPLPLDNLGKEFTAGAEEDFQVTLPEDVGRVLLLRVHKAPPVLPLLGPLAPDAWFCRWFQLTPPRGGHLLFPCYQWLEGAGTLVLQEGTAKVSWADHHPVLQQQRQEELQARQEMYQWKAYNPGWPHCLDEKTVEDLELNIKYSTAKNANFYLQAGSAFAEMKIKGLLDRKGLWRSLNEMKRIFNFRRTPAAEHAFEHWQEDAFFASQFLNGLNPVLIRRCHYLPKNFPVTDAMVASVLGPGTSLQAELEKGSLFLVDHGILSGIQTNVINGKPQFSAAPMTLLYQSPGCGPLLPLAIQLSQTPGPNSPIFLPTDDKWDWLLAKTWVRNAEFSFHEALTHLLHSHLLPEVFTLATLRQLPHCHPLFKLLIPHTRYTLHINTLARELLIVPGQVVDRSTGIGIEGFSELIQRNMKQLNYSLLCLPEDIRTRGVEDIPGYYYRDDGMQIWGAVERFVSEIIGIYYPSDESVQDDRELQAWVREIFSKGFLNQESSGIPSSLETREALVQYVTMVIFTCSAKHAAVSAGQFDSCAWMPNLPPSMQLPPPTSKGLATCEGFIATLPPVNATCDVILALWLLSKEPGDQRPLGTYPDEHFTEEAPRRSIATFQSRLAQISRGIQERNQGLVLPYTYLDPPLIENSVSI
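Screening format was qHTS against 50 nM purified 15hLO-2 in Hepes pH 7.5 with detergent. Activity follows hydroperoxide formation from 45 uM arachidonic acid, measured as 573:405 nm absorbance ratio of the ferric-xylenol orange complex.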
IMPase cell inh = IMPase inhibition in cells; CHO-M1 cells, IP1 accumulation, HTRF TR-FRET ratio; P97697; 120,000 tested, under 10 active; inhibition (IP1 accumulation), % at 46.1 µM; active = well fitted curve in the direction sought with a large enough effect in the signal ratio, not every such curve was filed as active; inconclusive = small, poorly fitted or top-dose-only effect, or a change in a side signal; inactive = no such curve, though single readings can be large or run the other way; the % refers to the signal ratio;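 also: cells stimulated with carbachol in lithium chloride buffer; plate controls were DMSO basal wells for no effect and reference inhibitor wells for full effect; higher means more IMPase inhibition seen as more IP1 and lower FRET ratio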
Target sequence (P97697 whole entry, looked up): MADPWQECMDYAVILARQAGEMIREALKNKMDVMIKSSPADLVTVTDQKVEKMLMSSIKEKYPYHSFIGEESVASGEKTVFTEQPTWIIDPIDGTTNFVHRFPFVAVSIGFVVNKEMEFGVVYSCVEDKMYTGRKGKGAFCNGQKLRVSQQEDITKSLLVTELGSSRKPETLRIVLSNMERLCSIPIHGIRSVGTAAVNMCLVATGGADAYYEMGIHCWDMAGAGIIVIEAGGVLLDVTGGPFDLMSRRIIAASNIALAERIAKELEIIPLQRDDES
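Cellular IMPase inhibition is scored as a rise in cytosolic IP1, detected by competitive TR-FRET between d2-labelled IP1 and a europium anti-IP1 antibody. M1-expressing CHO cells were stimulated with carbachol for 30 min at 37C, with lithium (50 mM LiCl) present in the buffer.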
PNC inhibitor = blocks assembly of the perinucleolar compartment. activity change (PNC), negative = inhibition, % at 10 µM. hit rate 3.1% among 140,000. PC3M PTB-GFP, PNC prevalence imaging, 16 h; hits give low values;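 active = readout at or below -70, meaning at least 70% loss of cells showing the perinucleolar compartment, a nuclear body marking cancer cells; inconclusive = readout between -30 and a set limit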;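 also: plate controls were DMSO wells for no effect and camptothecin positive control wells for full effect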
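PC3M cells stably expressing PTB-GFP, 750–1000 cells/well, treated 16 h at 37 °C with compound (23 nl of library stock), in duplicate. After paraformaldehyde fixation and Hoechst stain, imaged at 20x; PNC prevalence scored by image analysis.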
* = called active by the depositor; u = inconclusive; x = not tested or not shown; [ ] = dose if it differs, or a comment. Unless noted, calls follow the shape of the dose curve; as a rule, active = well fitted curve in the direction sought with a large enough effect; inconclusive = small, poorly fitted or top-dose-only effect, or another doubt; inactive = no such curve, though single readings can be large; an effect the other way counts as inactive or inconclusive. Unless noted, % is scaled to controls: 0 for no effect and ±100 for the full control effect.

SMILES	ALOX12 inhib	15-hLO-2 inh	IMPase cell inh	PNC inhibitor
c1ccc(-c2ccccc2-n2cnnn2)cc1	-7%	-6%	0	-5
N#C/C=C1\Sc2ccccc2C(=O)N1CC(=O)N1CCN(S(=O)(=O)c2ccccc2)CC1	0%	-6%	-9	-14
Cc1ccc(S(=O)(=O)NCc2ccccc2)cc1	-6%	11%	0	x
COc1cc2nc(CN3CCN(c4ncc(C(F)(F)F)cc4Cl)CC3)[nH]c(=O)c2cc1OC	-4%	2%	-2	-9
O=C(C(Cl)Cl)N1CCN(c2ccccn2)CC1	-1%	x	x	42
O=C1N(c2ccc(Cl)cc2)C(c2ccccc2)N2CCCN12 (stereo not drawn)	-3%	x	2	33
COC(=O)[C@@]1(C)CCC[C@@]2(C)c3ccc(O)c(C(C)C)c3CCC21 (stereo partly drawn)	-5%	-18%	x	x
CCCCOC(=O)Nc1cc(C(=O)OC)ccc1C(=O)OC	-14%	6%	4	u
Cc1ccc(-c2nnn(CC(=O)N3CCN(c4nc5ccccc5s4)CC3)n2)cc1	-2%	-16%	-8	u
COc1cccc(N2CC(C(=O)Nc3c(C)cccc3C)CC2=O)c1 (stereo not drawn)	-2%	x	u	u
S=P(N1CC1)(N1CC1)N1CC1	-3%	-16%	x	x
Cn1c(=O)c(NCCc2ccccc2)c2c3c(cccc31)C(=O)c1ccccc1-2	-10%	-3%	-19	-12
NC(=O)c1ccc(NC(=O)c2ccc(CN3CCOCC3)cc2)cc1	0%	4%	-8	u
c1csc(Cc2nc3ccccc3[nH]2)c1	-2%	-1%	-7	21
CCN1CCCC1CNC(=O)Cn1cnc2ccc(S(=O)(=O)N3CCC(C)CC3)cc2c1=O (stereo not drawn)	0%	16%	-2	-17
COc1ccc(-n2c(C)c(C(C)=O)c3cc(O)ccc32)cc1	-6%	-2%	2	u
Cc1ccc(NC(=S)NC(NC(=O)c2ccco2)C(Cl)(Cl)Cl)cc1 (stereo not drawn)	-27%	u	18	-6
COC(=O)C1=C(N)OC2=C(C(=O)CC(C)(C)C2)C1c1ccoc1 (stereo not drawn)	-2%	2%	0	14
Cc1ccccc1CSCCNC(=O)CSCc1ccc([N+](=O)[O-])cc1	-1%	-15%	-7	49
C(=N\c1nccs1)/c1c[nH]c2ccccc12	-7%	6%	-3	11
Cc1ccc(C)c(NC(=S)NC(NC(=O)N(C)C)C(Cl)(Cl)Cl)c1 (stereo not drawn)	-1%	-10%	1	-25
COc1nccnc1NS(=O)(=O)c1ccc(N=Cc2c(C)[nH]n(-c3ccc(Cl)cc3)c2=O)cc1	-1%	x	x	-15
COc1ccc(CC(=O)N2N=C(C)CC2(O)c2cccnc2)cc1OC (stereo not drawn)	-4%	x	x	u
CCCCOC(=O)Nc1nnc(COc2ccccc2)s1	0%	-1%	7	8
CCc1cc2c(=O)c(-c3cscn3)coc2c(CN(C)C)c1O	-1%	0%[2.29 µM]	-9	u
CC1(C)CC(=O)C2=C(C1)N(c1cccc(O)c1)C1=C(C2)C(=O)CC(C)(C)C1	-25%	-19%	-4	16
CN(C1=C(N2CCOCC2)C(=O)c2ccccc2C1=O)c1ccccc1	1%	x	x	7
O=S(=O)(/N=C/c1c(O)ccc2ccccc12)c1cccs1	0%	-26%	-4	32
O=C1CCCC(=O)N1c1ccc(N2CCN(c3ccc([N+](=O)[O-])cc3)CC2)c([N+](=O)[O-])c1	2%	x	3	18
CCc1cc2c(=O)c(-c3nc4ccccc4n3C)c(C(C)C)oc2c(CN2CCN(C)CC2)c1O	0%	x	3	-104*
COc1ccc(N2C(=O)C3C4C=CC(C4)C3C2=O)nn1 (stereo not drawn)	4%	7%	2	5
CCCc1cc(C(=O)Nc2sc(C(C)=O)c(C)c2C(=O)OCC)no1	5%	-2%	0	-26
Cc1nc2c(O)cccc2c(=O)[nH]1	-2%	24%	4	x
CNc1nc2c(C)cccn2c(=O)c1C=NCc1ccccc1	4%	0%	-2	-11
CCOC(=O)CCc1nc2ccccc2[nH]1	5%	4%	0	u
CCOC(=O)N1CCC(NCCNC(=O)c2ccc(Cl)cc2)CC1	-3%	12%	4	42
OC[C@@H]1NC[C@@H](O)[C@H]1O	2%	-6%	0	x
O=C(N/N=C/c1ccncc1)c1ccccc1	3%	0%	-1	24
NC(=NCCc1ccccc1)NS(=O)(=O)c1ccc2ccccc2c1	-5%	x	x	7
COCC(C)n1c(SCC(=O)N2CCc3ccccc3C2)nc2ccccc2c1=O (stereo not drawn)	-4%	x	x	-121*

2 of these compounds, reformatted:
> Cc1nc2c(O)cccc2c(=O)[nH]1
  ALOX12 inhib = -2%	15-hLO-2 inh = 24%	IMPase cell inh = 4	PNC inhibitor = x
> CNc1nc2c(C)cccn2c(=O)c1C=NCc1ccccc1
  ALOX12 inhib = 4%	15-hLO-2 inh = 0%	IMPase cell inh = -2	PNC inhibitor = -11

Ordered by length of the SMILES (low to high): three of the compounds above
SMILES	ALOX12 inhib	15-hLO-2 inh	IMPase cell inh	PNC inhibitor
Cc1ccc(S(=O)(=O)NCc2ccccc2)cc1	-6%	11%	0	x
CNc1nc2c(C)cccn2c(=O)c1C=NCc1ccccc1	4%	0%	-2	-11
Cc1ccc(C)c(NC(=S)NC(NC(=O)N(C)C)C(Cl)(Cl)Cl)c1 (stereo not drawn)	-1%	-10%	1	-25

(continued)
SMILES	ALOX12 inhib	15-hLO-2 inh	IMPase cell inh	PNC inhibitor
Cc1sc2nc(-c3ccccc3)[nH]c(=O)c2c1-c1ccccc1	-1%	x	x	71
CC1(C)SC2C(NC(=O)COc3ccccc3)C(=O)N2C1C(=O)O (stereo not drawn)	-4%	12%	x	x
O=C(/C=C/c1cccs1)Nc1cccc(NC(=O)/C=C/c2cccs2)n1	5%	x	1	u
Cc1cc(C(=O)CN2C(=O)NC(C)(CC(C)C)C2=O)c(C)n1-c1ccc2c(c1)OCO2 (stereo not drawn)	-3%	x	6	-24
O=C(NCc1ccco1)C1CCN(S(=O)(=O)N2CCC3(CC2)OCCO3)CC1	-2%	6%	-6	u
Cc1cc(C(N)=O)c2cc(Br)ccc2n1	5%	4%	-8	-89*
Cc1cc(C)nc(NS(=O)(=O)c2ccc(NS(=O)(=O)c3ccccc3)cc2)n1	3%	-6%	-1	-14
CC1=CC(C)(C)Nc2ccc(OC(=O)CN3C(=O)c4cccc5cccc(c45)C3=O)cc21	-7%	13µM*	8	40
CNC(=O)/C(=N\O)c1ccccc1	2%	0%	2	-13
CN1CCN(NC(=O)c2cc([N+](=O)[O-])cc([N+](=O)[O-])c2)CC1	-20%	1%	5	10
COc1ccccc1-c1cc(C(=O)Nc2cc(C)n(Cc3ccc(Cl)cc3)n2)no1	1%	-4%	4	5
O=C(/C=C/c1ccc(S(=O)(=O)N2CCOCC2)cc1)NC(=S)Nc1ccc(N2CCOCC2)cc1	-5%	x	x	u
C=CCNc1nc(N)c(C(=O)Nc2cc(C)on2)s1	1%	3%	8	u
Cc1ccc(-c2nn3c(C)nnc3s2)cc1NC(=O)c1cccnc1	-7%	3%	-9	-5
O=C(CNC(=O)c1ccc([N+](=O)[O-])cc1)c1ccccc1	-2%	-10%	4	7
CN(C)c1ccc(/C(=N\O)c2ccccc2)cc1	-4%	4%	0	u
OC[C@H]1O[C@@H](n2cnc3c(NC4CCCC4)ncnc32)[C@H](O)[C@@H]1O	0%	x	x	-115*
O=S(=O)(c1ccc(N2CCC(c3ccc(Cl)cc3)=N2)cc1)N(CCO)CCO	-14%	-23%	-27	5
Cc1cc(NCCN(C)C)n2nc(-c3cccs3)cc2n1	2%	39%[activator]	-3	-89*
Cc1ccc(S(=O)(=O)O)c(C)c1N1CCCC1=O	-1%	-1%	7	23

Structural class: the compounds so far containing two or more sulfur atoms (six)
SMILES	ALOX12 inhib	15-hLO-2 inh	IMPase cell inh	PNC inhibitor
N#C/C=C1\Sc2ccccc2C(=O)N1CC(=O)N1CCN(S(=O)(=O)c2ccccc2)CC1	0%	-6%	-9	-14
Cc1ccccc1CSCCNC(=O)CSCc1ccc([N+](=O)[O-])cc1	-1%	-15%	-7	49
O=S(=O)(/N=C/c1c(O)ccc2ccccc12)c1cccs1	0%	-26%	-4	32
O=C(/C=C/c1cccs1)Nc1cccc(NC(=O)/C=C/c2cccs2)n1	5%	x	1	u
Cc1cc(C)nc(NS(=O)(=O)c2ccc(NS(=O)(=O)c3ccccc3)cc2)n1	3%	-6%	-1	-14
O=C(/C=C/c1ccc(S(=O)(=O)N2CCOCC2)cc1)NC(=S)Nc1ccc(N2CCOCC2)cc1	-5%	x	x	u

The results go on:
SMILES	ALOX12 inhib	15-hLO-2 inh	IMPase cell inh	PNC inhibitor
CCc1ccccc1N1CSC2=C(C#N)C(c3ccccc3F)CC(=O)N2C1 (stereo not drawn)	u	10µM*	5	u
Cc1ccc(Cn2c(SCc3cccnc3)nc3c2c(=O)n(C)c(=O)n3C)cc1	0%	1%	-8	-5
Cc1ccc(NC(=O)c2cc3c(=O)oc4ccccc4c3s2)nc1	1%	x	15	u
O=C(CSc1nc2ccc([N+](=O)[O-])cc2[nH]1)c1ccc(Cl)cc1	1%	x	x	57
O=[N+]([O-])c1ccc(N/N=C/c2cn(-c3ccccc3)nc2-c2ccccc2)cc1	-21%	u	5	u
Cc1ccccc1C1C(C#N)=C2N=C(N)c3c(sc4c3CCCCC4)N2C2=C1C(=O)CCC2 (stereo not drawn)	-13%	-15%	-4	35
O=C1C2C(C(=O)N1Cc1ccco1)C1C=CC2C12CC2 (stereo not drawn)	-2%	-3%	10	u
Cc1cccc(NCc2ccccc2O)c1C	13%	4%	-6	-26
CC1CCCN(CC(O)COc2ccc(Cl)cc2)C1 (stereo not drawn)	0%	2%	4	38
O=C(Nc1ccc2c(c1)OCO2)c1ccc2c(c1)OCO2	0%	x	x	u
COc1cc(CNCCN2CCOCC2)ccc1OCc1c(Cl)cccc1Cl	1%	x	x	u
C=CCNS(=O)(=O)c1ccc(OC)c(C)c1	0%	-1%	-1	u
N#CC(C#N)=C1C=CC=CN1/C(=C\c1ccccc1Cl)C(=O)c1ccccc1	-10%	x	x	-8
COc1ccc2cc(/C=N/NC(=O)c3ccc(CN(c4cccc(Cl)c4Cl)S(C)(=O)=O)cc3)c(Cl)nc2c1	-1%	x	x	u
Cc1noc(C)c1COC(=O)Cc1ccc(Cl)c(Cl)c1	-23%	12%	9	u
C/C(=N\O)c1ccc2[nH]ccc2c1	-7%	-8%	1	10
Cc1ccc(N2C(=O)C3C(C2=O)N2C(c4cccs4)C4C(=O)N(c5ccc(C)cc5)C(=O)C4N2C3c2cccs2)cc1 (stereo not drawn)	-6%	x	x	46
COc1cc2cc(C(c3nnnn3C(C)(C)C)N3CCc4ccccc4C3)c(=O)[nH]c2cc1OC (stereo not drawn)	-23%	-16%	-3	u
O=C(CSc1ccc2nnc(-c3ccccn3)n2n1)N1CCN(c2ccccc2)CC1	-6%	-15%	0	5
CCOc1ccc(N2Cc3ncccc3C2=O)cc1	-2%	-7%	-2	-11

Not all compounds are listed, so the mix of outcomes need not match the whole.
